# DUSP3 inh = VHR1 phosphatase inhibitors, primary screen, biochemical, colorimetric, HTS | Dual specificity protein phosphatase 3 (Homo sapiens), P51452 | recombinant VHR phosphatase, colorimetric substrate read-out | inhibition, % at 20 µM | 0.7% of 50,000 active; in the data active = inhibition above about 60%; also: some results filed as inactive read as strong as hits
# Target sequence (P51452 whole entry, looked up): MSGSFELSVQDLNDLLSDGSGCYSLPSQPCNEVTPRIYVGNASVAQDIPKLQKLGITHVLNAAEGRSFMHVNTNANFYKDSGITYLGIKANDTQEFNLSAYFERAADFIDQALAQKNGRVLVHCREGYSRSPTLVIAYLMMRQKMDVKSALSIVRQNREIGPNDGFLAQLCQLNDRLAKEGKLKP
# * = called active by the depositor. These rows are one share of the data. The share of hits here may be higher or lower than overall.
SMILES,DUSP3 inh
O=c1[nH]c(=O)n(Cc2ccc(F)cc2)c(O)c1/C=C1/C=CC=N1,5
C=CCN1C(=O)/C(=C/c2c(NC)nc3ccccn3c2=O)SC1=S,12
CCCCNC(=O)c1nn2cc(Br)cnc2c1Br,-2
O=c1/c(=C/c2ccc(Cl)cc2Cl)sc2nc(-c3ccccc3)nn12,-2
CCOC(=O)c1c(NC(=O)c2ccccc2OCC)sc2c1CCCC2,-27
CCOC(=O)c1c(NC(=O)c2ccccc2F)sc2c1CCCCC2,-9
CN(CN1C(=O)C(=O)c2cc([N+](=O)[O-])ccc21)[N+](=O)[O-],3
COc1ccc(C2=C(NCCc3ccc(S(N)(=O)=O)cc3)c3ccccc3C2=O)cc1,-4
O=C(C(=Cc1ccc(-c2ccc(Br)cc2)o1)C(=O)c1ccccc1)c1ccccc1,0
CCCCOc1cccc(C(=O)Nc2ccc(C(=O)OCCC)cc2)c1,-8
C=C(C)C1CC=C(C)C(=NNC(=O)c2cccc([N+](=O)[O-])c2)C1 (stereo not drawn),-29
CC1=C(C)CC2C(=O)N(c3ccc(F)cc3)C(=O)C2C1 (stereo not drawn),-1
Cc1ccc(C(=O)CC(=O)c2ccccc2)cc1,-1
O=C(Nc1nccs1)c1cccc(NC(=O)c2cccs2)c1,4
COCC(=O)Nc1nc2ccccc2s1,-21
CNS(=O)(=O)c1cc(S(=O)(=O)NC)c2cccc3c2c1NC3=O,-6
Cc1ccccc1NC(=O)C1C2CC/C=C\CC/C=C/CCC21 (stereo not drawn),3
S=C(NCc1cccnc1)NC12CC3CC(CC(C3)C1)C2,-16
CC(=O)Nc1ccc(C(=O)NC2=NCCS2)cc1,-2
COc1ccc(C(=O)Nc2ccc(NC(=O)c3ccc(Br)cc3)cc2)cc1,21
COc1ccc(C2CC(=O)C3=C(C2)Nc2ccccc2NC3c2ccncc2)cc1OC (stereo not drawn),7
CC(C(=O)N1c2ccccc2-c2c(ssc2=S)C1(C)C)N1C(=O)c2ccccc2C1=O (stereo not drawn),3
CCOC(=O)C1=C(C)N=c2s/c(=C\c3cc(Br)ccc3OC(C)=O)c(=O)n2C1c1ccccc1 (stereo not drawn),0
NC(N)=NS(=O)(=O)c1ccc(NC(=S)Nc2ccccc2)cc1,-14
COCCCNC(=O)C(=O)NC(C)C,-12
O=C1C(Cl)=CC(=NSc2nc3ccccc3s2)C=C1Cl,22
Cc1ccc(/C=C2\SC(N3CCN(C)CC3)=NC2=O)cc1,-7
COc1ccc(/C=C2/C(=O)NN(c3ccccc3)C2=O)c(OC)c1,-21
c1ccc(OCCCCN2CCCC2)cc1,-8
COc1cccc(/C=N/NC(=O)CC2C(=O)NN=C2C)c1O (stereo not drawn),2

# Two of the compounds above, with tabs:
compound	DUSP3 inh
COc1ccc(C(=O)Nc2ccc(NC(=O)c3ccc(Br)cc3)cc2)cc1	21
COc1ccc(C2CC(=O)C3=C(C2)Nc2ccccc2NC3c2ccncc2)cc1OC (stereo not drawn)	7

# Further records:
SMILES,DUSP3 inh
CCOc1ccc(OCC)c(C2C(C#N)=C(N)Oc3[nH]c(=O)[nH]c(=O)c32)c1 (stereo not drawn),-2
C=CCN1C(=O)/C(=C\c2ccc(-c3ccccc3[N+](=O)[O-])o2)C(=O)NC1=S,88*
COc1ccccc1N=C(C)C1=C(O)CSC1=O,-6
CCC1=NN2C(=N)/C(=C/c3ccc(-c4ccc(Cl)cc4)o3)C(=O)N=C2S1,-9
O=C(O)CNS(=O)(=O)c1ccc2c(c1)C(=O)c1cc(S(=O)(=O)NCC(=O)O)ccc1-2,-29
O=C(NN1CCOCC1)c1cccc(F)c1,-11
NNC(=O)c1cc(-c2ccc(Br)cc2)n[nH]1,2
O=[N+]([O-])c1ccc(N2CCN(CCO)CC2)cc1NCCc1ccccc1,4
COc1ccc(C(CC(=O)c2ccc(Br)cc2)Nc2ccc([N+](=O)[O-])cc2)cc1 (stereo not drawn),1
O=C1CCCc2oc3ccc(NS(=O)(=O)c4ccc(F)cc4)cc3c21,-1
CCOc1cc(C2NC(=S)NC(C)=C2C(=O)Nc2ccccc2C)ccc1O (stereo not drawn),17
O=C1CC(Nc2ccccc2)C(=O)N1Cc1ccccc1 (stereo not drawn),-6
O=[N+]([O-])c1ccc(C=Nc2cc3c(cc2Br)OCCO3)cc1,-2
CS/C(N)=N/N=C/c1cc(C)ccc1O,-3
COc1cccc(NCCC(=O)c2ccccc2)c1,-18
O=C(COc1ccccc1)NCCCn1ccnc1,-26
NC(=O)C1(c2ccccc2)CCCN1C(=O)c1ccco1 (stereo not drawn),-12
C=CCOc1ccc(/C=C2\SC(=S)N(Cc3ccccc3)C2=O)cc1OC,6
CCC(C(C)=O)C(=O)Nc1ccccc1 (stereo not drawn),-6
COC(=O)c1ccc(C(C2C(=O)CC(C)(C)CC2=O)C2C(=O)CC(C)(C)CC2=O)cc1,-7
CN1C(=O)C(=Cc2ccccc2OCc2ccc([N+](=O)[O-])cc2)C(=O)N(C)C1=O,-5
O=[N+]([O-])c1cc(Cl)ccc1NCCCNS(=O)(=O)Cc1ccccc1,-5
CCN(CC)C(=O)c1sc(N)c(C(=O)OC(C)C)c1C,4
COc1cc(-c2nnc3ccc4ccccc4n23)ccc1Oc1ccc([N+](=O)[O-])cc1,6
COc1ccc(CC(=O)Nc2ccc3oc(-c4ccncc4)nc3c2)cc1OC,-8
Nn1c(SCC(=O)c2ccc([N+](=O)[O-])cc2)nc2ccccc2c1=O,-4
COc1cc(OC)c(/C=C2\C(=O)NC(=O)N(c3ccccc3)C2=O)c(OC)c1,-7
CCn1ccnc1C(O)c1ccc(N(C)C)cc1 (stereo not drawn),-1
CCCCCC(=O)NNC(=O)c1ccco1,-21
COc1ccc(S(=O)(=O)n2cnc(C)c2)cc1OC,-8
Nc1ccccc1C(=O)N1CCN(c2ccc(F)cc2)CC1,-3
COc1ccc(/C=C(\NC(=O)c2ccc([N+](=O)[O-])cc2)C(=O)NCCCN2CCOCC2)cc1,-22
Cc1ccc2nsnc2c1NC(=O)COc1ccc(Cl)cc1Cl,-14
CCOC(=O)C1(C(=O)OCC)C(C(=O)OCC)(C(=O)OCC)C1(C(=O)OCC)C(=O)OCC,-8
O=c1c2c3c(sc2ncn1/N=C/c1ccccc1)CCCC3,-13
CCOC(=O)C1(C(=O)O)NC(=O)CC1c1ccccc1 (stereo not drawn),-9
C=CCN1C(=O)/C(=C\c2cccc(OCC(=O)O)c2)C(=O)NC1=S,-5
c1ccc2c(Oc3ncnc4sc5c(c34)CCCC5)cccc2c1,-11
O=C(COc1cccc2ccccc12)NCC1CCCO1 (stereo not drawn),-6
CCc1ccc2oc(-c3cccc(NC(=O)c4ccc5c(c4)OCCO5)c3)nc2c1,0
CCCOC(=O)c1c(N)sc2c1CCC2,8
O=C(Nc1cccc(-c2nc3ccccc3o2)c1)c1cc2ccccc2o1,-12
COc1ccc(N(CC(=O)NCCc2ccccc2)S(C)(=O)=O)c(OC)c1,-11
COc1ccc(/C=C2/NC(=S)NC2=O)c2ccccc12,-25
NNC(=O)COc1ccc(-c2cc(-c3ccccc3)c3cc(Br)ccc3n2)cc1,-4
Cc1ccccc1OCC(=O)Nc1ccccc1C(C)C,-10
CC(C)CNC(=O)c1cccc(NC(=O)c2ccc(F)cc2)c1,-11
O=C(Nc1nccs1)c1ccc2ccccc2c1,-14
CCOc1ccc2nc(SCC(=O)Nc3ccccc3Oc3ccccc3)sc2c1,10
CC(C)CC(=O)Nc1nc(-c2ccc(Cl)c(Cl)c2)cs1,3
CCC(CC)C1C(C#N)=C(N)Oc2c1c(=O)oc1ccccc21 (stereo not drawn),14
O=C(c1cc2nc(-c3ccccc3)cc(C(F)(F)F)n2n1)N1CCCCC1,8
O=C(CCNS(=O)(=O)c1ccccc1[N+](=O)[O-])Nc1ccc(Br)cc1,2
COC(=O)CN(c1ccc(C)cc1)S(C)(=O)=O,-51
COCCN1C(=O)c2ccc3c4c(ccc(c24)C1=O)CC3,-7
CCOc1ccc([C@H]2[C@H](C(=O)c3ccccc3)N3c4ccccc4C=CC3C2(C#N)C#N)cc1 (stereo partly drawn),1
COc1ccc(C(=O)N2CCN(Cc3ccc(OC)c(OC)c3OC)CC2)cc1OC,7
CC1=C(C(=O)Nc2cccc(Cl)c2C)C(c2ccc([N+](=O)[O-])cc2)NC(=S)N1 (stereo not drawn),-6
C=COCCNC(=O)C(=O)Nc1ccc(C)cc1,0
Cc1ccc2nc(SCCN3CCOCC3)[nH]c2c1,-8
# (list continues)
SMILES,DUSP3 inh
C#CCSc1nnc2nc(C)cc(C)n12,-9
CCCCc1c(C)nc2ccc(OC)cc2c1SCC(=O)O,-4
O=C(Nc1nc2c(s1)C(=O)CCC2)c1ccccc1,0
O=C(Nc1ccccc1F)c1ccccc1C(F)(F)F,-10
CCOc1cccc(C(=O)Nc2cccnc2)c1,-8
NC1=NC(=O)/C(=C/c2ccccc2[N+](=O)[O-])S1,-1
COCCN1C(=O)C(=O)/C(=C(/O)c2ccccc2)C1c1cccc([N+](=O)[O-])c1 (stereo not drawn),-10
Cc1ccc(-c2[nH]n3c(=O)c(Cl)c(C)nc3c2C)cc1,-14
CCCOC(=O)C1=C(C)N(CC)C(=O)NC1c1ccccc1[N+](=O)[O-] (stereo not drawn),-4
COc1c(OC(C)=O)ccc(/C=N/NC(=O)COc2ccc(Cl)cc2Br)c1[N+](=O)[O-],-19
O=C1c2ccccc2C(=O)c2c(O)c(Oc3ccccc3)cc(O)c21,1
CC(C)OC(=O)COc1ccc2c3c(c(=O)oc2c1)CCCC3,-10
CCOC(=O)c1c(NC(=O)c2cccc(OC)c2)sc(C(=O)Nc2ccccc2OC)c1C,1
C#CC(C)(C)NC(=O)CN(c1ccc(C)cc1)S(=O)(=O)c1ccc(F)cc1,4
CCN1C(=O)N(C)C2C1N(C)C(=O)N2CC (stereo not drawn),-3
COc1cccc(OCCNC(=O)C(c2ccccc2)c2ccccc2)c1,-36
Brc1cccc(CN2CCN(C3CCCC3)CC2)c1,9
COc1cc(NC(=O)c2cc3n(n2)C(C(F)(F)F)CC(c2ccc(Br)cc2)N3)cc(OC)c1OC (stereo not drawn),2
COc1cccc2c1NC(c1ccc(Cl)cc1)C1CC=CC21 (stereo not drawn),40
CCC1=NN(C(=O)Cc2ccc([N+](=O)[O-])cc2)C(O)(C(F)(F)F)C1 (stereo not drawn),-18
CCOC(=O)C1=C(C)NC2=C(C(=O)c3ccccc32)C1c1ccc(OC)cc1 (stereo not drawn),-6
O=C1NC(=S)NC(=O)C1=Cc1cccc(OS(=O)(=O)c2ccc3ccccc3c2)c1,18
CCCOc1cccc(C(=O)Nc2cccc(C(=O)Nc3nccs3)c2)c1,-1
CC(C)Cn1cc(F)c(=O)n(CC(C)C)c1=O,-3
COc1ccc(CC(=O)Nc2ccc3c(c2)OCO3)cc1OC,-2
Cc1ccc(C(=O)N2CCN(c3ccccn3)CC2)cc1[N+](=O)[O-],6
CC(C)C1=CC(=NS(=O)(=O)c2ccc(Cl)cc2)C=C(C(C)C)C1=O,14
Cc1ccc(N2C(=O)NC(=O)/C(=C/c3ccc(OCC(=O)O)cc3)C2=O)cc1,31
NC(=O)CNC1CC(=O)N(c2ccc(Br)cc2)C1=O (stereo not drawn),9
Cc1cccc(NC(=O)/C=C/c2ccc3c(c2)OCO3)n1,-2
CCOc1ccc(NC(=O)c2ccccc2C(F)(F)F)cc1,-16
CCn1c2ccccc2c2cc(C3C(C(=O)OCC4CCCO4)=C(C)NC4=C3C(=O)CCC4)ccc21 (stereo not drawn),-6
COc1ccc(C(=O)c2cnc[nH]2)cc1,-7
C/C(=N/NC(=O)c1ccc(CO)nc1)c1ccc(Br)cc1,-7
COc1ccc(Br)cc1/C=C/C(=O)Nc1ccc2ccccc2c1,-4
COc1cc(C=O)cc(Br)c1OCc1c(C)no[n+]1[O-],-7
CCOC(=O)c1ccc(NC(=O)c2ccccc2Cl)cc1,-8
COc1ccc2oc(=O)c(C(=O)NC3CCCCC3)cc2c1,-1
COC(=O)c1cc(C(=O)N2CCN(Cc3ccccc3)CC2)cc([N+](=O)[O-])c1,42
O=C1CC(Nc2ccc(F)cc2)C(=O)N1c1ccccc1Cl (stereo not drawn),7

# Structures listed so far with four or more nitrogen atoms, in the order listed:
SMILES,DUSP3 inh
C=CCN1C(=O)/C(=C/c2c(NC)nc3ccccn3c2=O)SC1=S,12
CCCCNC(=O)c1nn2cc(Br)cnc2c1Br,-2
CN(CN1C(=O)C(=O)c2cc([N+](=O)[O-])ccc21)[N+](=O)[O-],3
NC(N)=NS(=O)(=O)c1ccc(NC(=S)Nc2ccccc2)cc1,-14
COc1cccc(/C=N/NC(=O)CC2C(=O)NN=C2C)c1O (stereo not drawn),2
CCOc1ccc(OCC)c(C2C(C#N)=C(N)Oc3[nH]c(=O)[nH]c(=O)c32)c1 (stereo not drawn),-2
CCC1=NN2C(=N)/C(=C/c3ccc(-c4ccc(Cl)cc4)o3)C(=O)N=C2S1,-9
NNC(=O)c1cc(-c2ccc(Br)cc2)n[nH]1,2
O=[N+]([O-])c1ccc(N2CCN(CCO)CC2)cc1NCCc1ccccc1,4
COc1cc(-c2nnc3ccc4ccccc4n23)ccc1Oc1ccc([N+](=O)[O-])cc1,6
Nn1c(SCC(=O)c2ccc([N+](=O)[O-])cc2)nc2ccccc2c1=O,-4
COc1ccc(/C=C(\NC(=O)c2ccc([N+](=O)[O-])cc2)C(=O)NCCCN2CCOCC2)cc1,-22
O=C(c1cc2nc(-c3ccccc3)cc(C(F)(F)F)n2n1)N1CCCCC1,8
CC1=C(C(=O)Nc2cccc(Cl)c2C)C(c2ccc([N+](=O)[O-])cc2)NC(=S)N1 (stereo not drawn),-6
C#CCSc1nnc2nc(C)cc(C)n12,-9
CCN1C(=O)N(C)C2C1N(C)C(=O)N2CC (stereo not drawn),-3
COc1cc(NC(=O)c2cc3n(n2)C(C(F)(F)F)CC(c2ccc(Br)cc2)N3)cc(OC)c1OC (stereo not drawn),2
Cc1ccc(C(=O)N2CCN(c3ccccn3)CC2)cc1[N+](=O)[O-],6
